Screens (PubChem)
PAFAH1B2 FP inh: PAFAH1B2 enzyme inhibitors, primary screen, biochemical, fluorescence polarization, human | recombinant PAFAH1B2, FP-rhodamine activity probe | inhibition, % at 3.39 µM | 340,000 compounds, 1.2% hits;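 active means inhibition above the mean of all tested compounds plus 3 SD, cut at about 24% in these data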;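 further: 0% = enzyme with DMSO and 100% = wells lacking PAFAH1B2; many of its hits are not listed in these tables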
BCLXL inh: inhibitors of human Bcl-xL, primary screen, biochemical, fluorescence polarization, HTS. GST-Bcl-xL / FITC-Bim BH3 peptide fluorescence polarization. Bcl-2-like protein 1 (Homo sapiens), Q07817. inhibition, % at 10.9 µM. 320,000 compounds, 0.7% hits;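 active means inhibition above the mean of all tested compounds plus 3 SD, cutoff set per campaign, cut at about 30% in these data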;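 further: 0% = DMSO wells and 100% = unlabeled Bim-BH3 peptide competitor; inhibitors lower millipolarization by displacing the labeled peptide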
MCL1-BIM inh: inhibitors of MCL1 binding to BIM-BH3, primary screen, biochemical, fluorescence polarization | Induced myeloid leukemia cell differentiation protein Mcl-1 (Homo sapiens), Q07820 | GST-MCL1 / FITC-Bim-BH3 fluorescence polarization | inhibition, % at 10.9 µM | 320,000 compounds, 0.68% hits | AID 2057, 2009;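 active means inhibition above the mean inhibition of all tested compounds plus 3 SD, set per campaign, cut at about 40% in these data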;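 further: 0% = DMSO wells and 100% = unlabeled Bim-BH3 peptide control; higher means more loss of mP so more displacement of Bim peptide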
Fam108B inh: mouse Fam108B serine hydrolase inhibitors, primary screen, counter-screen for RBBP9 inhibitor project, biochemical, fluorescence polarization. inhibition, % at 9.51 µM. recombinant Fam108B, FP-Rh probe fluorescence polarization. 300,000 compounds, 0.33% hits;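 active means inhibition above the screen mean inhibition plus 3 SD, computed separately per campaign, cut at about 18% in these data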;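 further: inhibitors lower polarization as less probe binds the enzyme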
AHR activator: AHR activators, primary screen, cell-based, luminescence, luciferase reporter, human | 320,000 compounds, 2.5% hits | Aryl hydrocarbon receptor (Homo sapiens), P35869 | activation, % at 5 µM | AID 2796, 2010 | AHR-responsive luciferase reporter cells; in the data active means activation above about 47%;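 further: 0% = vehicle wells and 100% = reference agonist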
pPAFAH FP inh: pPAFAH enzyme inhibitors, primary screen, biochemical, fluorescence polarization, human; Platelet-activating factor acetylhydrolase (Homo sapiens), Q13093; recombinant pPAFAH, FP-rhodamine probe fluorescence polarization; inhibition, % at 3.39 µM; 330,000 compounds, 1.5% hits; AID 463082, 2010;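 active means inhibition above the mean inhibition across the screen plus 3 SD, cut at about 25% in these data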;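 further: inhibitors block binding of the rhodamine activity-based probe so polarization drops; 0% = enzyme with DMSO and 100% = wells lacking pPAFAH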
Target sequence (Q13093 whole entry, looked up): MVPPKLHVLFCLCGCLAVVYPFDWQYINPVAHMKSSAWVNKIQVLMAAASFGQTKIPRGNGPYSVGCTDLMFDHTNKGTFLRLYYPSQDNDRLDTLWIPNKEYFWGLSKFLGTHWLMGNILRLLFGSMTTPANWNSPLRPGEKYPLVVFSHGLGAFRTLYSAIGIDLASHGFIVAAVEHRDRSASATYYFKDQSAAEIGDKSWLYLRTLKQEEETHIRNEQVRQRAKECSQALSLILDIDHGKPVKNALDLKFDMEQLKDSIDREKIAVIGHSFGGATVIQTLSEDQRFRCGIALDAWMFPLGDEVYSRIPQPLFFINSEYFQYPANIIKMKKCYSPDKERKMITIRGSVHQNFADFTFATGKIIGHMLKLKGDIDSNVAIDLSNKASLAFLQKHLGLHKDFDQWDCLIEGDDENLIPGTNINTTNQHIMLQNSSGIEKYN
GLD-1 TGE inh: GLD-1/TGE RNA complex disruptors, primary screen, biochemical, fluorescence polarization; Female germline-specific tumor suppressor gld-1 (Caenorhabditis elegans), Q17339; purified GLD-1 + fluorescein TGE RNA; inhibition, % at 5.96 µM; 320,000 compounds, 0.44% hits; AID 2280, 2010;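 active means percent inhibition above a per-plate cutoff, the plate mean of test compounds plus 3 SD, cut at about 30% in these data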;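 further: 0% = DMSO wells with GLD-1 and probe and 100% = wells lacking GLD-1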
MEX-5 binding: MEX-5 zinc finger RNA-binding disruptors – biochemical, C. elegans, fluorescence polarization, MLPCN library, primary screen; activity score (negative = inhibition of binding), % at 10 µM; MEX-5/FITC-TCR2 RNA binding; active compounds read low; 300,000 compounds, 0.38% hits;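 active means inhibition past about -25% in most replicates, and total fluorescence under double the plate's negative control median, limit read from the data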;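 further: 0% = DMSO and -100% = 5 µM competing unlabeled TCR2 RNA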
PME-1 inh: PME-1 inhibitors via competitive probe labeling, primary screen, biochemical, fluorescence polarization, FP-Rh probe, HTS; inhibition, % at 5.9 µM; AID 2130, 2009; recombinant PME-1; Protein phosphatase methylesterase 1 (Homo sapiens), Q9Y570; 320,000 compounds, 0.53% hits;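 active means inhibition above the campaign mean of all compounds plus 3 SD, cut at about 26% in these data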;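 further: competitive labeling of PME-1 active site by serine hydrolase directed probe; 0% = PME-1 with DMSO and 100% = wells lacking PME-1 enzyme; inhibitors block probe labeling so polarization falls and inhibition rises; many of its hits are not listed in these tables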
Target sequence (Q9Y570 whole entry, looked up): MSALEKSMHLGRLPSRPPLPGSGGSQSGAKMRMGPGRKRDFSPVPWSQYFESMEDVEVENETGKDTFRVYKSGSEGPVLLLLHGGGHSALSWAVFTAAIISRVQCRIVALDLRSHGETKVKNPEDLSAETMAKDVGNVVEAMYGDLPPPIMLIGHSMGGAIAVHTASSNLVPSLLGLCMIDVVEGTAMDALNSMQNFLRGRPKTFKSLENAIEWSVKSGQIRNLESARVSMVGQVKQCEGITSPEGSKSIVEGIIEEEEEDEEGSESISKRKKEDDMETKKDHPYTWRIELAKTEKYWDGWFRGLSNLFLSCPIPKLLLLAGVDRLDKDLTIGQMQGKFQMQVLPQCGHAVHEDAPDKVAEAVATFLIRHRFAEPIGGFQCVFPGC
* marks the source's active call; other numbers are inactive results; x = not tested or not shown. These rows are one share of the data (hit frequency here may not be typical).

structure	PAFAH1B2 FP inh	BCLXL inh	MCL1-BIM inh	Fam108B inh	AHR activator	pPAFAH FP inh	GLD-1 TGE inh	MEX-5 binding	PME-1 inh
Cc1cccc(NC(=S)NC(C)C(c2ccccc2)N2CCN(C)CC2)c1C (configuration not stated)	3	3	9	1	-1	7	-15	-1.2	2
O=C(O)COc1ccc(NC(=O)c2ccc3c(c2)C(=O)N(C2CCCCC2)C3=O)cc1	4	-3	7	3	-1	0	1	1.0	1
CS(=O)(=O)N(CC(=O)N1CCN(Cc2ccccc2)CC1)c1ccc2c(c1)OCCO2	0	-1	-6	2	0	4	2	0.8	3
COc1ccc(NC(=O)Cc2c[nH]c3ccccc23)cc1S(=O)(=O)N1CCOCC1	1	6	-2	4	9	2	-4	-0.6	0
C=CCN(c1ccccc1)S(=O)(=O)c1cccc(C(=O)NCC(c2ccccc2OC)N2CCCC2)c1 (configuration not stated)	-1	-1	2	1	0	6	-4	1.0	-2
c1ccc2[nH]c(SCc3cn4ccccc4n3)nc2c1	1	2	4	-3	19	-6	-2	2.2	-9
O=C(c1ccc(Cn2c(=O)[nH]c3ccccc3c2=O)cc1)N1CCN(c2ccccn2)CC1	7	4	0	3	2	0	0	2.5	5
O=C1C2CCCN2C(c2ccccc2)N1c1ccc(F)cc1 (configuration not stated)	11	5	4	0	1	4	9	-0.7	1
Cc1[nH]c2ccccc2c(=O)c1CN1CCCCC1	0	4	-1	0	5	4	-8	1.8	4
Cn1cccc1-c1cc(C(=O)N/N=C/c2ccc(Cl)cc2)[nH]n1	3	4	3	3	21	9	6	-1.3	10
O=C(N/N=C/c1ccsc1)c1c[nH]c2ccccc12	7	3	10	-2	128*	-2	-3	-2.0	-4
O=C1CCOc2cc(OCc3ccccc3)ccc21	4	4	-4	-7	-5	9	-5	1.0	3
CC(C(=O)N1CCCc2c1c(=O)oc1ccc(O)cc21)N1CCc2ccccc2C1 (configuration not stated)	2	5	-3	-4	4	-3	-6	0.1	-3
CSc1ncc(-c2ccccc2)cn1	1	6	2	-5	-4	1	-2	2.0	0
O=C(COC(=O)c1ccco1)Nc1nc2ccccc2s1	6	4	-4	-5	22	1	-5	-1.4	2
CCC(C)Sc1ccc(-c2nc3cnccn3c2NC2CCCCC2)cc1 (configuration not stated)	7	14	15	1	12	13	4	-12	2
O=C(COC(=O)CCc1ccc(S(=O)(=O)N2CCOCC2)cc1)Nc1ncc(C(F)(F)F)cc1Cl	1	6	6	3	0	14	6	-0.7	-4
CCOc1ccc(-n2nc3c(SCCN4CCCC4)nnc(C)c3c2C)cc1	0	7	7	-1	-3	1	0	1.5	3
CCC(C)c1ccc(NC(=O)c2cccnc2)cc1 (configuration not stated)	1	3	-2	-3	38	6	2	-0.5	1
O=C(COc1nsnc1N1CCOCC1)Nc1ccccc1Cl	8	6	2	-1	6	2	4	-1.1	2
Cc1cc(OCCNCCO)cc(C)c1Cl	1	6	7	-2	0	0	7	3.2	2
Cc1cccnc1NC(=O)c1ccc(Cl)c(S(=O)(=O)N2CCCCCC2)c1	-2	4	-3	-2	4	6	5	2.6	3
CCc1ccc(-c2nc(CS(=O)CC(=O)NCCN3CCCCCC3)c(C)o2)cc1 (configuration not stated)	1	2	2	-2	8	0	4	2.9	-6
Cn1c(Cn2nnc3ccccc32)nnc1SCC(=O)Nc1nccs1	-1	-1	-3	-1	3	-3	6	1.2	-7
CC(=O)Nc1cccc(NC(=O)c2csc(C)c2)c1	-1	3	1	2	6	6	9	0.6	1
CCC(C)c1c(O)nc(SCc2ccccc2)[nH]c1=O (configuration not stated)	4	6	6	-1	-3	3	2	-2.4	2
CCC(NC(C)C)C(O)c1ccc(O)c(O)c1 (configuration not stated)	4	6	-6	-2	-2	6	2	-29*	-6
Cc1ccc2nc(C)c3c(c2c1)OC(C(C)(Cl)Br)C3 (configuration not stated)	3	-2	1	4	1	6	6	2.7	-1
O=C(/C=C/c1ccccc1)Nc1nnc(SCC(=O)c2ccc3ccccc3c2)s1	-3	-1	-8	-10	12	-2	2	x	-7
Cc1ccccc1NC(=O)COc1ccc2oc(=O)cc(C)c2c1	0	3	-1	0	7	3	-4	-0.6	-2
CCC(=O)N(C(=O)CC)N1CCN(c2ccncc2S(=O)(=O)N2CCCCC2)CC1	-3	5	3	-2	3	3	4	-1.4	-7
COCC(=O)Nc1nnc(-c2ccc(C(C)(C)C)cc2)s1	9	4	4	2	86*	6	2	-1.1	-5
Cn1nc(CC(=O)NCc2ccc(C(F)(F)F)cc2)c2ccccc2c1=O	0	-2	-6	2	18	11	3	-1.1	7
CCN1CCN(C(CNS(=O)(=O)c2ccccc2)c2ccccc2)CC1 (configuration not stated)	0	1	-2	1	0	6	0	-1.2	-2
Cc1ccc(C(=O)Nc2ccccc2C(=O)NC(Cc2ccccc2)C(=O)O)cc1 (configuration not stated)	18	8	4	-2	9	-3	-4	-1.6	-2
O=C(O)CCCC(=O)NCCc1cccc(Cl)c1	4	1	0	-1	2	4	5	0.1	1
COc1ccc([N+](=O)[O-])cc1N1C(=O)c2cccnc2C1=O	-3	2	-5	5	5	4	-6	1.8	-5
O=S(=O)(c1ccc(Br)cc1)c1nc(-c2ccccc2)oc1N1CCOCC1	-1	-2	-4	5	4	1	0	3.4	9
NC(=O)c1cc([N+](=O)[O-])ccc1NCc1ccc(F)cc1	3	6	3	0	0	6	-3	x	15
COc1ccc(CNc2cccc3[nH]c(C(F)(F)F)nc23)cc1OC	8	0	1	9	13	4	1	-1.0	13
CN(C)c1ccc(C=NCC2COc3ccccc3O2)cc1 (configuration not stated)	3	7	7	1	3	-1	3	1.1	4
O=C(O)COc1ccc(=O)n(-c2ccccc2)n1	3	1	-2	1	3	2	-5	-0.4	5
O=C(NCCSc1ncc(-c2ccccc2)[nH]1)c1ccco1	-3	2	1	5	6	1	6	-1.6	2
COc1ccc(S(=O)(=O)N2CCN(C(=O)COc3ccc(C)c(C)c3)CC2)cc1OC	1	2	2	2	3	3	-7	0.3	3
CC1=NN(c2ccccc2)C(=O)C1(C)[N+](=O)[O-] (configuration not stated)	9	0	7	-3	0	-3	-6	-3.7	2
COc1ccccc1NC(=O)Nc1ccc(Cl)c(S(=O)(=O)Nc2ccccc2OC)c1	2	4	9	-20	15	0	0	-1.0	-31
CC(C)(C)C1CCC(C(=O)OCC(=O)Nc2ccc3[nH]c(=O)[nH]c3c2)CC1 (configuration not stated)	10	-2	-10	2	-2	7	-9	-1.5	7
Cc1cccc2sc(N(CCCN3CCOCC3)C(=O)CS(=O)(=O)c3ccc(F)cc3)nc12	2	4	2	-1	7	4	5	2.7	4
COc1ccc(NC(=O)C(CC(C)C)NC(=O)C2CCCCC2)c(OC)c1 (configuration not stated)	-1	-2	-2	1	5	0	0	-1.0	-2
CCOC(=O)N1CCN(C(=O)C2CCCN(S(=O)(=O)c3ccc(C)cc3)C2)CC1 (configuration not stated)	-1	6	7	0	-4	1	5	-0.5	4

Next part:
structure	PAFAH1B2 FP inh	BCLXL inh	MCL1-BIM inh	Fam108B inh	AHR activator	pPAFAH FP inh	GLD-1 TGE inh	MEX-5 binding	PME-1 inh
CCOC(=O)N1CCN(C(=O)Cc2ccc(-n3c(=O)[nH]c4ccccc4c3=O)cc2)CC1	-3	2	5	3	-1	2	3	0.6	7
O=C(COC(=O)c1ccc[nH]c1=O)c1ccc(Cl)s1	2	5	2	4	1	-3	3	-0.9	-7
Cn1c(-c2cccc(F)c2)nc2c1c(=O)[nH]c(=O)n2Cc1ccccc1	3	-1	-3	-1	-1	-5	4	0.9	9
COC(=O)c1ccccc1NC(=S)NC(=O)c1cccc2ccccc12	8	0	5	-9	4	8	2	x	3
COc1ccc2nc(SCc3nc(N)nc(Nc4ccccc4)n3)[nH]c2c1	2	-2	1	0	4	2	3	-1.8	17
CS(=O)(=O)N1CCN(c2ccccc2NC(=O)c2ccc(-c3ccc(Br)cc3)o2)CC1	2	-4	-6	-4	7	-8	-24	1.2	-5
CCC(C)C(=O)Nc1c2c(nc3c1CCC3)CCCC2 (configuration not stated)	0	5	2	3	2	1	5	-0.6	1
Cc1ccc(C2N(C)c3ccccc3-c3nc4ccccc4n32)o1 (configuration not stated)	0	6	1	3	7	8	11	0.9	-7
CN(C)S(=O)(=O)c1cccc(NC(=S)NC(=O)C2CCCCC2)c1	4	4	-2	-2	4	3	2	0.8	0
CC(C)C(=O)Nc1cc(S(=O)(=O)Nc2cccc(Cl)c2)ccc1Cl	2	1	-8	-2	0	0	-3	-11	3
c1coc(-c2nn3c(Cn4nnc5ccccc54)nnc3s2)c1	5	1	9	11	-1	4	4	0.9	0
COc1cc(OC)c(NS(=O)(=O)c2cc(Br)cnc2N)cc1Cl	0	1	3	3	1	2	2	-0.5	-2
